Rab9 promoter act – qHTS Assay for Rab9 Promoter Activators; Huh7 Rab9 promoter-luciferase reporter, luminescence, 24 h; Potency, µM (highest dose often 9.22 µM), without a hit: at the top dose activation, negative = inhibition, hits mostly activators; 320,000 tested, 2.8% active; AID 485297, 2010; further: % of control where 0% means no effect; nearly all actives have a fitted effect of over 60% in size
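Luminescence read-out: Huh7 cells stably expressing Rab9-luciferase, treated 24 h with compound at 37 °C, then lysed with luciferase reagent for 10 min at ambient before reading.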
MBNL1 CUG block – qHTS Assay for Inhibitors of MBNL1-poly(CUG) RNA binding; 280,000 tested, 0.036% active; TR-FRET MBNL1-His/biotin-(CUG)12 binding, 665/545 ratio; Potency, µM (titrated, usually from 57.5 µM), for the others: at the highest dose activity change, negative = inhibition, hits mostly inhibitors; Muscleblind-like protein 1 (Homo sapiens), Q9NR56; active means well fitted inhibition curve with a large enough effect in the signal ratio, with a control signal flat, not every such curve was filed as active; inconclusive means small, poorly fitted or top-dose-only effect, or effect the other way, or a change in a side signal; inactive means no such curve, though single readings can be large or run the other way; the % refers to the signal ratio; further: on the % scale 0 is the no-effect control and ±100 the full control effect
Target sequence (Q9NR56 whole entry, looked up): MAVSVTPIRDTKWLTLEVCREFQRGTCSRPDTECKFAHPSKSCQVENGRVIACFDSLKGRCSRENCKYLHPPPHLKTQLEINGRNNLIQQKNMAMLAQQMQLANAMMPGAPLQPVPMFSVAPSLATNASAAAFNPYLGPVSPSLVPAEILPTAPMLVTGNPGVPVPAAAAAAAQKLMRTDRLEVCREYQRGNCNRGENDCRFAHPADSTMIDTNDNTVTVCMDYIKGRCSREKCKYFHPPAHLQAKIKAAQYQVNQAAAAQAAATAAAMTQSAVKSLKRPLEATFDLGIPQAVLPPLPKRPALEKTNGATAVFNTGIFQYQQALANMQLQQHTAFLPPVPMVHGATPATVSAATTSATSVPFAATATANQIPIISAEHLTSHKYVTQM
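TR-FRET readout: Ex 340 nm, 665/545 nm emission ratio, normalized to buffer-only (basal) and MBNL1-(CUG)12 controls. Complex of MBNL1-His with Biotin-(CUG)12, compounds 92 nM–58 uM, incubated 60 min at room temperature.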
uPA generation – qHTS for Inhibitors of Cell Surface uPA Generation; AID 540303, 2011; 330,000 tested, 0.31% active; cell surface uPA generation assay, qHTS; Potency, µM (series often up to 38.3 µM), for the others: top-dose activity change, negative = inhibition, hits mostly inhibitors; active means well fitted inhibition curve with a large enough effect; inconclusive means small, poorly fitted or top-dose-only effect; inactive means no such curve, though single readings can be large or run the other way; tested in mouse RAW 264.7 cells; further: on the % scale 0 is the no-effect control and ±100 the full control effect; nearly all actives have a fitted effect of over 55% in size
BRCA1 expr up – qHTS Assay to Identify Small Molecule Activators of BRCA1 Expression; MCF7-BRCA1-FFLuc reporter, luminescence, 48 h; response scale: scaled: vehicle 0%, 10 µM genistein 100%; Potency, µM (top dose mostly 46.1 µM), inactives show top-dose activation, hits mostly activators; 380,000 tested, 1.1% active; AID 624202, 2012; further: nearly all actives have a fitted effect of over 80% in size; some results filed as inactive show a strong effect at the top dose
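MCF7-BRCA1-FFLuc, 2000 cells/well; 2 h attach, 37 °C/5% CO2; compound 48 h; luciferase substrate 15 min; luminescence end-point. Norm. to genistein 10 microM max activation and DMSO; concentration-response curves fitted.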
p53 reactivator – qHTS assay for re-activators of p53 using a Luc reporter. H1299 p53-A138V BP100-luciferase reporter, luminescence, 24 h. Potency, µM (highest dose often 92.2 µM), for the others: at the top dose activity change, positive = activation, hits mostly activators. 320,000 tested, 0.063% active; further: % of control where 0% means no effect; nearly all actives have a fitted effect of over 45% in size
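p53-null H1299 cells stably carrying temperature-sensitive p53-A138V and a BP100-luciferase reporter were pinned with compounds (4-point, 1:5 series) and held 24 hrs at 37 deg C. Luminescence was read 10 min after detection reagent.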
NPC1 prom act – qHTS Assay for NPC1 Promoter Activators; Huh7 NPC1 promoter luciferase reporter, 24 h; Potency, µM (doses to about 9.22 µM), for the others: top-dose activation, actives largely listed as activators; 320,000 tested, 2.4% active;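 further: % of control where 0% means no effect; nearly all actives have a fitted effect of over 60% in size; reporter is driven by a mutant NPC1 promoter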
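Stably transfected Huh7 (NPC1 promoter→luciferase), 1500 cells/well in Opti-MEM + 10% FBS, 2 h settle, then compound 24 h at 37 °C. Luminescence after 10 min with Amplite reagent.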
ELG1 genotox – qHTS screen for small molecules that induce genotoxicity in human embryonic kidney (HEK293T) cells expressing luciferase-tagged ELG1; AID 504466, 2011; HEK293T ELG1-luciferase reporter, luminescence, 16 h; 330,000 tested, 1.3% active; Potency, µM (doses to about 46 µM), inactives show at the highest dose activity change, positive = activation, actives largely listed as activators; further: % of control where 0% means no effect; nearly all actives have a fitted effect of over 60% in size
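HEK293T cells expressing luciferase-tagged ELG1 were exposed to compound or DMSO vehicle for 16 hr at 37 °C and 5% CO2. Luciferase activity was then measured with ONE-Glo after 30 min at room temperature.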
FLuc counter – qHTS profiling assay for firefly luciferase inhibitor/activator using purifed enzyme and Km concentrations of substrates (counterscreen for miR-21 project); Luciferin 4-monooxygenase (Photinus pyralis), P08659; purified FLuc, Km substrates, luminescence inhibition; Potency, µM (highest dose often 57.5 µM), inactives show at the top dose activity change, negative = inhibition, usual class: inhibitors; 360,000 tested, 6.9% active;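 further: plate controls were vehicle for no effect and reference inhibitor for full effect; nearly all actives have a fitted effect of over 55% in size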
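Biochemical qHTS of compounds, final roughly 60 µM downward over six points, against 10 nM purified firefly luciferase using Km concentrations of substrates (10 uM D-luciferin, 10 uM ATP) in Tris acetate pH 7.5 buffer; luminescence output.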
VP16 counter – VP16 counterscreen qHTS for inhibitors of ROR gamma transcriptional activity; Drosophila S2 Gal4-VP16 UAS-luciferase, luminescence, 20 h; Potency, µM (top dose mostly 53.6 µM), for inactives: at the top dose activity, negative = inhibition, hits mostly inhibitors; 310,000 tested, 3.5% active;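 further: Gal4-VP16 expression switched on by copper sulfate through the metallothionein promoter; on the % scale 0 is the no-effect control and ±100 the full control effect; nearly all actives have a fitted effect of over 50% in size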
RORgamma inh – qHTS for inhibitors of ROR gamma transcriptional activity | Nuclear receptor ROR-gamma (Mus musculus), P51450 | Drosophila S2 Gal4-RORgamma UAS-luciferase reporter, 20 h | Potency, µM (highest dose often 53.6 µM), for inactives: top-dose activity change, negative = inhibition, most hits filed as inhibitors | 310,000 tested, 5.4% active | AID 2551, 2010; further: on the % scale 0 is the no-effect control and ±100 the full control effect; nearly all actives have a fitted effect of over 60% in size
Target sequence (P51450 whole entry, looked up, the tested form may be a part): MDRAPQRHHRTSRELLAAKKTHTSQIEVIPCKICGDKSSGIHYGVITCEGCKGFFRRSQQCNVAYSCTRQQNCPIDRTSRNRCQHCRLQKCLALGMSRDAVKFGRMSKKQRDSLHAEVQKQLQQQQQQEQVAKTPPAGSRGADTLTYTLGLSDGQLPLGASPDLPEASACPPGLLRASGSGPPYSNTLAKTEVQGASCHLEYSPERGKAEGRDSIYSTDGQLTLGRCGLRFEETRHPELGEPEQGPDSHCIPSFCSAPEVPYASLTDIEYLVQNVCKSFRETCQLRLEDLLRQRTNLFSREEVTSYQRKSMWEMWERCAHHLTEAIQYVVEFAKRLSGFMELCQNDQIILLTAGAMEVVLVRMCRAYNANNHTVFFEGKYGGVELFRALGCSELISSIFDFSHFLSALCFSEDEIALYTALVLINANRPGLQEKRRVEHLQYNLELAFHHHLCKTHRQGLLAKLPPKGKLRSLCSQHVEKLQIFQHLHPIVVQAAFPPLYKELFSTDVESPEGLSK
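Schneider cells (Drosophila), stable Gal4 DBD–ROR gamma + UAS-luc; 1 hr cmpd preincubation; Cu2+ induction 700 uM final; 20 hr ambient; luminescence.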
An asterisk follows results filed as active; u = inconclusive; x = not tested or not shown; & = joins results of further samples; [ ] = another dose, or the depositor's remark. Unless noted, the call rests on the fitted dose curve; in most records, active means well fitted curve in the direction sought with a large enough effect; inconclusive means small, poorly fitted or top-dose-only effect, or another doubt; inactive means no such curve, though single readings can be large; an effect the other way counts as inactive or inconclusive. Potency means the concentration at half of the fitted maximal effect. Compounds as they come; 13% or so of the library scored in one or more.

SMILES	Rab9 promoter act	MBNL1 CUG block	uPA generation	BRCA1 expr up	p53 reactivator	NPC1 prom act	ELG1 genotox	FLuc counter	VP16 counter	RORgamma inh
Oc1ccccc1/C=N/NC(=S)NC1CC2CC1C1C=CCC21 (stereo unspecified)	u	-3%	-13%	-51%	u	17%	u	5.4µM*	11µM*	8.9µM*
COc1ccc(-c2cc(C(=O)N3CCN(c4ccccc4)CC3)c3ccccc3n2)cc1	-9%	-3%	-7%	-4%	-1%	-22%	2%	2.7µM*	-5%	33%
CC(C)Sc1nc2ccccc2[nH]1	-1%	-5%	13%	19%	3%	0%	3%	-9%	5%	9%
N/C(Cc1ccc([N+](=O)[O-])cc1)=N\OC(=O)C(c1ccccc1)c1ccccc1	5%	10%	-4%	-29%	-10%	-5%	-2%	-1%	10µM*	u
COCC(C)n1c(SCC(=O)Nc2oc(C)c3c(C)n[nH]c(=O)c23)nc2ccccc2c1=O (stereo unspecified)	9%	u	14%	-16%	-3%	-1%	3%	2%	-4%	2%
COC(=O)c1ccc(CSc2nc3c(cnn3-c3ccc(C)c(C)c3)c(=O)[nH]2)o1	-1%	5%	0%	-14%	-9%	0%	8%	5%	-1%	u
CCN1CCN(C(=O)c2sc3ncnc(N4CCc5ccccc5C4)c3c2C)CC1	-1%	5%	-10%	-48%	2%	-4%	-6%	-15%	9%	1%
CCOC(=O)c1cc(C(O)(C(F)(F)F)C(F)(F)F)c(/N=C/N(C)C)o1	-1%	-9%	8%	-2%	-12%	6%	1%	1%	-2%	-4%
Cc1ccc(NC(=O)c2cccnc2C(=O)O)nc1	24%	-4%	-5%	0%	8%	10%	5%	u	-4%	-11%
CCN(CC)c1ccc(/C=N/OCC(=O)Nc2cccc(C)c2)cc1	2%	5%	-1%	9%	0%	2%	-1%	12µM*	-8%	-2%
CNS(=O)(=O)c1cccc(C(=O)OCc2cc(Cl)cc3c2OCOC3)c1	6%	7%	x	9%	-1%	-4%	-6%	-2%	1%	6%
COc1ccc(N2C(=O)CC(Sc3nnc(-c4ccccc4F)n3C)C2=O)cc1 (stereo unspecified)	-4%	-4%	-29%	4%	-2%	-3%	-1%	0%	u	u
C=CCn1c(COc2ccc(OC)cc2)nc2ccccc21	u	0%	-7%	u	3%	u	u	17µM*	-14%	-36%
N#CCN(C(=O)COC(=O)C1CC2CCCC(C1)C2=O)c1ccccc1 (stereo unspecified)	1%	x	0%	-1%	-6%	-3%	-3%	0%	x	x
Cc1cc(N2CCN(C)CC2)n2nc(-c3ccc(Cl)cc3)nc2n1	-6%	-8%	-5%	-1%	-2%	0%	5%	-18%	2%	-1%

Three entries from above, sorted by the value under p53 reactivator, high to low.
compound	Rab9 promoter act	uPA generation	BRCA1 expr up	p53 reactivator	NPC1 prom act	RORgamma inh
Cc1cc(N2CCN(C)CC2)n2nc(-c3ccc(Cl)cc3)nc2n1	-6%	-5%	-1%	-2%	0%	-1%
COCC(C)n1c(SCC(=O)Nc2oc(C)c3c(C)n[nH]c(=O)c23)nc2ccccc2c1=O (stereo unspecified)	9%	14%	-16%	-3%	-1%	2%
N/C(Cc1ccc([N+](=O)[O-])cc1)=N\OC(=O)C(c1ccccc1)c1ccccc1	5%	-4%	-29%	-10%	-5%	u

(cont.)
SMILES	Rab9 promoter act	MBNL1 CUG block	uPA generation	BRCA1 expr up	p53 reactivator	NPC1 prom act	ELG1 genotox	FLuc counter	VP16 counter	RORgamma inh
COc1ccc(OC)c(NC(=O)COC(=O)/C=C/c2ccco2)c1	x	x	11%	-5%	-7%	x	0%	x	x	x
COc1ccc(C(O)(C2CCCCC2)C(CN2CCCC2)c2ccccc2)cc1 (stereo unspecified)	-2%	-8%	-2%	-28%	-5%	-4%	-4%	0%	-10%	-4%
CCN(CC)C(=O)CSc1nnc2nnc3cc(C)ccc3n12	0%	u	6%	-21%	5%	4%	-1%	1%	0%	10%
COc1cc(/C=C/c2nc3ccccc3c(=O)[nH]2)cc(OC)c1OC	0%[1.84 µM]	8%	u	-7%	7%	-5%	12%	u	-11%	2%
O=C(COc1ncnc2cc([N+](=O)[O-])ccc12)N(CCc1ccccc1)Cc1ccccc1	-3%	x	2%	0%	-5%	-1%	1%	-2%	-10%	u
CCc1ccc(-n2c(=O)c3ccccc3n3c(=S)[nH]nc23)cc1	-3%	-5%	-5%	-1%	9%	0%	-2%	0%	5%	-7%
Cc1cccc(NC(=O)CN(CC2CCCO2)C(=O)c2cc3ccccc3o2)c1C (stereo unspecified)	-4%	x	7%	-34%	-4%	0%	1%	2%	x	x
O=C(COC(=O)c1cccc(O)c1)c1ccccc1	20%	x	u	u	9%	0%	u	u	x	x
CCN(CC(=O)Nc1c(C(=O)OC)[nH]c2ccccc12)c1ccc2c(c1)OCO2	-1%	0%	3%	-51%	-19%	-1%	-19%	2%	1%	31%
COc1ccc(C(C)=O)cc1COc1cc(C)c(Cl)c(C)c1	-9%	-2%	8%	-2%	0%	-1%	-1%	0%	-3%	-9%
Cn1c(SCC(=O)Nc2ccc(C(N)=O)cc2)nc2c(c1=O)SCC2	-6%	13%	13%	1%	-5%	1%	u	3%	2%	-17%
CN1/C(=C\C(=O)CSc2nnc(NCc3ccccc3)s2)C(C)(C)c2ccccc21	-8%	12%	-2%	-60%	1%	-3%	-13%	u	u	u
Cc1[nH][nH]c(=O)c1C=NCc1cccnc1	1%	-7%	8%	-1%	3%	-8%	11%	-1%	-14%	-3%
COc1ccc(CC(=O)N2CCOCC2)cc1OC	0%	6%	4%	-19%	-1%	0%	3%	-1%	-4%	11%
CCc1cccc(C)c1NC(=O)CN1C(=O)NC(CCc2ccccc2)C1=O (stereo unspecified)	x	x	4%	-15%	-8%	x	-4%	x	x	x
CCOC(=O)C1Cn2c(nc3c(c2=O)C2(CCCC2)Cc2ccccc2-3)S1 (stereo unspecified)	3%	3%	15%	-36%	2%	1%	-4%	8%	4%	-19%[10 µM]
CC(C)(C)OC(=O)NCCCC[C@H](NC(=O)c1[nH]cnc1C(=O)Nc1ccc(Cl)cc1)C(=O)OC(C)(C)C	-10%	-5%	u	-91%	-1%	-2%	-12%	1%	u	u
COc1cccc(C2CC(c3ccccc3C)n3nc(N)nc3N2)c1 (stereo unspecified)	-6%	2%	8%	1%	2%	-4%	-3%	3%	0%	-22%
CCN1CCN(c2cc(C)c3cc(NC(=O)c4cccs4)ccc3n2)CC1	17%	-19%	-2%	36%	8%	5%	14%	u	-3%	25%
O=C(OCc1ccc(Cl)c(Cl)c1)c1cccnc1Cl	-5%	-7%	1%	-19%	10%	-3%	2%	u	10%	19%
COc1ccc(/C=C(/NC(=O)c2ccco2)C(=O)N2CCCC2=O)cc1	-3%	7%	-4%	-5%	0%	1%	0%	2%	-1%	19%
Cc1cc(=O)oc(C)c1C(=O)Nc1ccccc1F	-2%	-1%	1%	-9%	-3%	-4%	-2%	-2%	2%	8%
CN(C)c1ccnc2c[cH-]cc12.[Fe].c1ccc(-[c-]2[c-](-c3ccccc3)[c-](-c3ccccc3)[c-](-c3ccccc3)[c-]2-c2ccccc2)cc1 (stereo unspecified)	-43%&-29%[inhibitor]	-6%&-6%	0%&22%	8%&14%	1%&-1%	-49%&-28%[inhibitor]	-11%&-7%	5%&6%	1%&8%	-1%&-27%
O=C(COC(=O)c1ccc2c(c1)OCO2)Nc1ccccc1	10%	-2%	4%	2%	2%	0%	0%	-28%	4%	u
COc1ccc(NC(=O)CSc2nc3ccccc3c(=O)n2CCCN2CCCCC2)c(OC)c1	1%	-12%	-5%	-31%	1%	0%	-1%	-1%	-1%	u
CC[C@@H](NS(=O)(=O)c1ccc(C)cc1)C(=O)Oc1ccc2c3c(c(=O)oc2c1)CCC3	-3%	x	1%	0%	0%	-3%	0%	-2%	2%	9%
CCN(CC)C(=O)CC(c1ccc2c(c1)OCO2)c1c(O)cc(OC)cc1OC (stereo unspecified)	-1%	-6%	18%	3%	-3%	1%	2%	0%	-6%&-4%	-20%&-44%
Cc1cc2cccc(C)c2nc1SCC(=O)NCC1CCCO1 (stereo unspecified)	-5%	-5%	1%	0%	2%	-5%	-1%	u	4%	33%
COc1ccc(CNC(=O)CCCn2nc(C)c3c(C)n(-c4ccc(C)cc4)nc3c2=O)cc1OC	-8%	5%	-4%	-2%	19%	-11%	-6%	3%&-12%	-19%	5%
CCn1c(SCC(=O)NCc2ccco2)nnc1-c1ccc(N)cc1	0%	-13%	2%	22%	29%	0%	x	1%	1%	18%
Cc1ccc(/C=C/c2ccc(=O)n(Cc3ccc(F)cc3)n2)cc1	-5%	7%	1%	-24%	-2%	-2%	-6%	-19%	-3%	21%
COC(=O)/C(=C/c1ccco1)NC(=O)c1ccco1	-2%	x	3%	-8%	x	-4%	x	6%	-1%	15%
CC(C)N(Cc1ccccc1)C(=O)CN1C(=O)COc2ccc(S(=O)(=O)N3CCCCCC3)cc21	0%	-1%	-13%	-29%	-2%	-6%	-7%	2%&1%	0%	24%

High-throughput results: PubChem BioAssay, National Center for Advancing Translational Sciences (NCATS)
